Bioassay records deposited in PubChem BioAssay by Vanderbilt High Throughput Screening Facility.
Cav3 T inh: inhibitors of human Cav3.2 T-type calcium channel; O95180; Cav3.2-expressing cells, Fluo-4 calcium fluorescence FDSS; hits give low values; B-score at 10 µM; 100,000 compounds, 4% hits;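 active = single-dose well whose peak fluorescence ratio is a statistical outlier from its plate by either plate-standardised score or position-corrected B-score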
Target sequence (O95180 whole entry, looked up): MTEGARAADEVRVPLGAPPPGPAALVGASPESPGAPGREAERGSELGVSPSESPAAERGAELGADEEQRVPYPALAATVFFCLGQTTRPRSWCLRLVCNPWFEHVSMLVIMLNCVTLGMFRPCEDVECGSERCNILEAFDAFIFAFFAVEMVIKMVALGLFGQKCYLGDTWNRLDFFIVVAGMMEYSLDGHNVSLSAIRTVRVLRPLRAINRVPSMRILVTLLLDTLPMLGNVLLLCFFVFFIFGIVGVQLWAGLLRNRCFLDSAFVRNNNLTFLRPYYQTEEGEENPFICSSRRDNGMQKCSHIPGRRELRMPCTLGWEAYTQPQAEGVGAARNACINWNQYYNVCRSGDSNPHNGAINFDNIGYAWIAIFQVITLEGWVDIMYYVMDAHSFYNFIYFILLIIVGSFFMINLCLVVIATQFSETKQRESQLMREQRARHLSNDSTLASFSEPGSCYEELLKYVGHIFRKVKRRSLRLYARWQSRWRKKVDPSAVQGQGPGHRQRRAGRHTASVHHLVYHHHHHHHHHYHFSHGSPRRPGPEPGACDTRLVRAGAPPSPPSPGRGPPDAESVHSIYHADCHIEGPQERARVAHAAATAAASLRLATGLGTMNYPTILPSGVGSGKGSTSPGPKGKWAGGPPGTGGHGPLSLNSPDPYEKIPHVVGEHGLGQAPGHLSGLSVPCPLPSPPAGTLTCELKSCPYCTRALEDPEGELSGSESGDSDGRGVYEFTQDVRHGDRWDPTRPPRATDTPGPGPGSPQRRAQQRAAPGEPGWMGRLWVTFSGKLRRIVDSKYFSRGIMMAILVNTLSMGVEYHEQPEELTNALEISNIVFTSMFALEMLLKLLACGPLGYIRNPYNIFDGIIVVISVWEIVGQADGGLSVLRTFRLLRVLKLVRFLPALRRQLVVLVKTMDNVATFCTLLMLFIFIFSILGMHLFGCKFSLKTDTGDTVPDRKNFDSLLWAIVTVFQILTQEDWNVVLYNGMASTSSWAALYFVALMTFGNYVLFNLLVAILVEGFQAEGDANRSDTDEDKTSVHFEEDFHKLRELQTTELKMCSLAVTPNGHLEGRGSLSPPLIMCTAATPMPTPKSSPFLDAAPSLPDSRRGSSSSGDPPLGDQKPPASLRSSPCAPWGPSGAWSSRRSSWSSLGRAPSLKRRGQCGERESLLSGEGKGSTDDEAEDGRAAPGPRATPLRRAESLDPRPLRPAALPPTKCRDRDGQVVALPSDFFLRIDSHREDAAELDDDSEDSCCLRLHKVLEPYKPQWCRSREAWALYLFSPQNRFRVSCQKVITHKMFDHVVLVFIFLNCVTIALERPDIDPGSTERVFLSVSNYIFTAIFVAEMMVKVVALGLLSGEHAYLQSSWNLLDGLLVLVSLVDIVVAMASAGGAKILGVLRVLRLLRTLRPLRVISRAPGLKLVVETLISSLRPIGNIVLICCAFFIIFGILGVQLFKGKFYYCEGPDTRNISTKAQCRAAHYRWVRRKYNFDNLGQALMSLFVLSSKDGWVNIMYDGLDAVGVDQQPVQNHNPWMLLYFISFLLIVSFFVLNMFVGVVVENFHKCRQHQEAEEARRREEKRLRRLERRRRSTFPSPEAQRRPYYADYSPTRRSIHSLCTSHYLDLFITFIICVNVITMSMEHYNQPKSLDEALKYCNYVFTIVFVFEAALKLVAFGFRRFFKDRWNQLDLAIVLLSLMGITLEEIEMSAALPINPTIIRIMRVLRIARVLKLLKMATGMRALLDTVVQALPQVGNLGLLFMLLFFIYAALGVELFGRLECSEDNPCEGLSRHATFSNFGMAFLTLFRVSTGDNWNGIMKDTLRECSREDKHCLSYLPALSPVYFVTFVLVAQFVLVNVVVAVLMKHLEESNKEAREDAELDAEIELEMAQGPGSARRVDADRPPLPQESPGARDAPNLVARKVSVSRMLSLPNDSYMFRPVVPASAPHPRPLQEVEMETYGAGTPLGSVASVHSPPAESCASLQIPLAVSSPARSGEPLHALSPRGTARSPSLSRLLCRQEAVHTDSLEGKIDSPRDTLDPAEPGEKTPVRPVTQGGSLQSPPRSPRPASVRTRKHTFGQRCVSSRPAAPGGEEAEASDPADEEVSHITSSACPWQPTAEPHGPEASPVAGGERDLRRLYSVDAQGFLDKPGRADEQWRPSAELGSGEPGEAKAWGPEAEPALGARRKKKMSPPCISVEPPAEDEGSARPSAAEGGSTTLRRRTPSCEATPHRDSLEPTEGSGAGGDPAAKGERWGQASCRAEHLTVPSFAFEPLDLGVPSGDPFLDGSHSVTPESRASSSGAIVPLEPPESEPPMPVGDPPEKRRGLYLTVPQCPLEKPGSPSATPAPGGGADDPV
* marks the source's active call; other numbers are inactive results. An excerpt. The share of hits here may be higher or lower than overall.

SMILES	Cav3 T inh
Cc1ccc(S(=O)(=O)NCc2ccco2)c(C)c1C	-1
CC(=O)c1c(O)cc(C)n(Nc2nc(C)cc(C)n2)c1=O	0.016
NC(=O)C1CCN(C(=O)c2cnn(-c3ccccc3)c2NC(=O)c2ccco2)CC1	-0.19
COCCn1c(SCC(=O)NCC2CCCO2)nc2c(c1=O)SC(C)C2 (configuration not stated)	1.4
Cc1ccc(OCCCC(=O)Nc2ccc(N3CCOCC3)cc2)cc1	0.49
Cc1cccc(NC(=O)CSc2nnc(Cn3nnc(-c4ccccc4)n3)n2-c2ccccc2)c1	-2.2
CCOC(=O)CN(C(=O)CSc1nnc(-c2ccc(OC)c(OC)c2)o1)c1ccccc1	1.1
COc1ccc(-n2c(Cc3cccn3C)nnc2SCC(=O)N2CCCc3ccccc32)cc1	-2.4
O=C(O)c1ccccc1SCC(=O)N1CCCCC1	0.2
Cc1c(Cl)cccc1N=c1c([N+](=O)[O-])nn(-c2ccccc2)n1O	1.2
O=C(c1cccnc1)N1CCN(C(=O)c2ccccc2F)CC1	-0.1
C=CCOC(=O)C1=C[C@H](c2ccc(Br)cc2)C[C@H](OCc2ccc(CO)cc2)O1	-0.48
COc1ccc2o/c(=N\O)c(C(=O)Nc3ccccc3OC)cc2c1	-0.74
Cn1c(SCC(=O)C(C)(C)C)nnc1-c1ccccn1	0.2
Cc1nn(-c2cccc3cccnc23)c(=O)c2ccccc12	0.071
N#C/C(=C/c1ccc(N2CCCCCC2)o1)c1ccc(F)cc1	-6.1*
Cc1cccc(-n2c(Cc3ccccc3)nnc2SCC(=O)N2CCOCC2)c1	1.6
CCOC(=O)c1cc2c(C(F)(F)F)cc(-c3cccnc3)nc2o1	-0.45
CCOC(=O)c1[nH]c(C)c(C(=O)N2CCN(C(=O)c3ccco3)CC2)c1C	-0.64
O=S(=O)(Cc1cc(Cl)nc(-c2ccccc2)n1)c1ccccc1	-1.2
O=C(NCc1cccnc1)C1COc2ccccc2O1 (configuration not stated)	0.72
CC(C)CN(CC(C)C)c1nnc(NC(=O)Cn2c(=O)oc3ccccc32)s1	-0.74
Cc1ccc(C)c(NC(=O)C(Sc2nncn2C)c2ccccc2)c1 (configuration not stated)	-0.14
Cc1ccc(N)c(C(=O)CCCCC(=O)O)c1	0.48
O=C(NCc1ccco1)c1csc(Nc2ccccc2Cl)n1	-0.055
COCCNC(=O)c1ccccc1NC(=O)c1ccccc1N(C)S(=O)(=O)c1ccccc1	-0.035
COc1ccc(C(=O)Cn2nnc(-c3ccccc3-n3cnnn3)n2)cc1	0.89
CCn1c(SCc2ccccc2)nnc1-c1cccs1	-0.47
CN(C)/C=C(\C#N)c1nc2ccccc2[nH]1	0.95
Cc1ccc(OCC(=O)N2CCN(c3nnc(-c4ccccc4)c4ccccc34)CC2)cc1	-9.7*
COc1ccc(OC)c(-n2nnnc2SCC(=O)O)c1	0.53
O=C(c1ccc(-c2nnc(Nc3ccccc3)c3ccccc23)cc1)N1C[C@H]2C[C@H](C1)c1cccc(=O)n1C2	0.44
CCCCCCCCN1[C@@H](CC(=O)OC)c2cc(F)ccc2S1(=O)=O	-1.3
CCOC(=O)c1[nH]c2ccccc2c1NC(=O)c1ccc(Br)o1	-4.4e-05
O=C(OCn1nnc2ccccc2c1=O)c1cccs1	-0.32
Cc1ccc(CSc2nnc(-c3ccc(S(=O)(=O)N4CCCC4)cc3)o2)cc1	0.12
CCOc1cc(CNCCc2ccc(S(N)(=O)=O)cc2)ccc1OCC(=O)NC1CCCCC1	1.6
O=C(NCCCN1CCCC1=O)c1ccccc1NS(=O)(=O)c1ccc(F)cc1	1.9
O=C(Nc1nnc(COc2ccc(Cl)cc2)s1)c1ccc([N+](=O)[O-])cc1	-0.052
O=C(CN(Cc1ccccc1F)S(=O)(=O)c1ccc(Cl)cc1)NCCC1=CCCCC1	-0.31

Ordered by value in Cav3 T inh (falling): five from the list above.
SMILES	Cav3 T inh
Cc1ccc(N)c(C(=O)CCCCC(=O)O)c1	0.48
O=C(c1ccc(-c2nnc(Nc3ccccc3)c3ccccc23)cc1)N1C[C@H]2C[C@H](C1)c1cccc(=O)n1C2	0.44
CCOC(=O)c1[nH]c2ccccc2c1NC(=O)c1ccc(Br)o1	-4.4e-05
O=C(Nc1nnc(COc2ccc(Cl)cc2)s1)c1ccc([N+](=O)[O-])cc1	-0.052
Cc1ccc(C)c(NC(=O)C(Sc2nncn2C)c2ccccc2)c1 (configuration not stated)	-0.14

The list goes on.
SMILES	Cav3 T inh
COc1ccc(S(=O)(=O)N2CCCCC2)cc1Br	-1.4
O=C(C=C1CCN(c2ncc(C(F)(F)F)cc2Cl)CC1)NNC(=O)Nc1ccc(Cl)cc1	0.72
Nc1ccc(CNC(=O)OCC2c3ccccc3-c3ccccc32)cc1	0.59
Clc1ccccc1-c1nnc(-c2ccccc2Cl)o1	-1.9
CCN(CC)C(=O)c1ccc(COc2ccccc2Cl)cc1	-3.9
c1ccc(-c2nnc3sc(CN4CCC5(CC4)OCCO5)cn23)cc1	0.41
CCCCCc1nnc(NC(=O)CS(=O)(=O)Cc2ccccc2)s1	-2.2
O=C(NCc1ccco1)C(Cc1ccccc1)N1C(=O)c2ccccc2C1=O (configuration not stated)	-1.5
C=CCOc1ccccc1/C=c1\sc2nc(=O)c(C)nn2c1=O	2.2
COC(=O)C1CCN(C(=O)Cc2ccc(OC)c(OC)c2)CC1	-0.084
Cc1nc2ccccc2c2oc(C(=O)NCC3COc4ccccc4O3)cc12 (configuration not stated)	-5.3*
COC(=O)C1=C(C)NC2=C(C(=O)CCC2)C1c1cn(Cc2ccc(Cl)cc2Cl)nc1-c1ccccc1 (configuration not stated)	-7.3*
COC(=O)c1c(=O)n(O)c2ccc(OC)cc2[n+]1[O-]	-2.8
CCn1c(CSc2nc3ccccc3[nH]2)n[nH]c1=S	-2.5
O=C1CC(C(=O)N2CCOCC2)C2(CCCCC2)O1 (configuration not stated)	0.044
CCOc1cc(CN2CCSCC2)ccc1O	1.9
Cc1ccc(-c2nc(CSCC(=O)NCCCN3CCOCC3)c(C)o2)cc1	0.43
Cc1nnc(SCC(=O)N2CCN(S(=O)(=O)c3ccccc3)CC2)[nH]c1=O	0.46
Nc1nc2ccccc2n1CCOc1ccccc1Cl	-0.4
CCSc1nnc(NC(=O)c2csc3c2CCCC3)s1	-0.012
CC(=O)c1c(C)[nH]c(C(=O)Nc2ccc3c(c2)OCCO3)c1C	0.43
CNC(=O)C1CC(=O)N(Cc2ccc(OC)c(OC)c2)C(=Nc2ccc(OC)cc2)S1 (configuration not stated)	-0.01
N#C/C(=C/c1ccc(N2CCCCCC2)o1)c1ccc(Cl)cc1	-5.7*
Cc1ccc(-c2cccc(NC(=O)C3C(C(=O)O)[C@@H]4C=C[C@H]3C4)c2)o1 (some centres not stated)	-0.77
CCCCCNC(=O)C(C)Sc1ccc(Cl)cc1 (configuration not stated)	-0.72
Cc1cc(C)cc(N(CC(=O)NC2CCCCC2)C(=O)c2ccc(C)s2)c1	-2.3
CCCc1c(C)c2ccc(OCC(C)=O)cc2oc1=O	0.3
COc1cccc(/C=N/n2c(C)nc3ccccc32)c1OC	-2
CCOC(=O)NCc1ccc(CNC(=O)OCC)cc1	-0.29
NC(=O)NC(Cc1ccccc1)c1ccccc1 (configuration not stated)	0.95
CC(=O)N(C)c1ccc(OCC(O)Cn2c3ccc(Cl)cc3c3cc(Cl)ccc32)cc1 (configuration not stated)	0.068
COc1ccc(OC)c(NC(=O)c2nnn(Cc3ccccc3C)c2N)c1	-0.2
CCOC(=O)c1c(CN2CCCCC2)oc2ccc(O)cc12	0.81
CCCC(=O)Nc1c(-c2ccc(OC)cc2)c(=O)c2ccccc2n1C	-3.2
CC(=O)Nc1ccc2c(c1)nc(CCNC(=O)c1ccccc1)n2C	0.54
COc1ccc(C(=O)CSc2nnc(-c3cc(C)cc(C)c3)o2)cc1	-0.47
CCn1nc(C)c(NC(=O)CCSc2nc(-c3ccco3)cc(C(F)(F)F)n2)c1C	0.91
Cc1cccc2cc(C#N)c(SCC(=O)NCC3CCCO3)nc12 (configuration not stated)	-0.97
CCCCn1c(/N=C/c2cc(OC)ccc2O)nc2ccccc21	-0.0069
CCn1cc2c(c1-c1cccc(C)c1)c(=O)n(C)c(=O)n2C	0.98
COc1ccc(-n2nnc3c(SCC(=O)OCc4ccccc4)ncnc32)cc1	-1.1
COc1cccc2c(=O)cc(C)n(CC(=O)Nc3ccc(C)c(C)c3)c12	1.7
CCOn1c(=O)c(-c2ccc(OC)c(OC)c2)[n+]([O-])c2ccccc21	0.027
COc1ccc(CCNC(=O)CSc2nc(O)c(CC(C)C)c(=O)[nH]2)cc1OC	0.053
Cc1cc(N2CCC(C)CC2)nc2cccc(O)c12	-2.2
COC(=O)c1ccccc1NC(=O)C1CCCN(S(=O)(=O)c2ccc(OC)cc2)C1 (configuration not stated)	-0.32
O=c1ccccn1Cc1c(F)cccc1Cl	0.84
COc1cc(/C=C2/C(=O)N=C(N)N2C)cc(OC)c1OC	0.29
CCOC(=O)N1CCC(Nc2c(Nc3ccc(C)c(C)c3)c(=O)c2=O)CC1	-0.37
CCc1ccccc1NC(=O)N[C@H](C(=O)O)C(C)CC (some centres not stated)	0.64
C=CCN=C(CC)C1=C(O)CCCC1=O	-0.034
C=CCNC(=O)c1ccc2c(c1)S(=O)(=O)c1ccccc1C2=O	0.11
COCCn1c(=S)[nH]c2cc(C(=O)NCCCN3CCOCC3)ccc2c1=O	0.74
O=[N+]([O-])c1ccccc1N/N=C/c1cc2ccccc2nc1Cl	-0.61
O=C(N[C@@H](Cc1ccccc1)C(=O)O)c1c(F)c(F)c(F)c(F)c1F	1.5
CCOC(=O)c1ccc(N2C(=O)C(O)=C(C(C)=O)C2c2ccccc2)cc1 (configuration not stated)	1.2
Fc1ccc(CNc2nc(-c3ccco3)cc(C(F)(F)F)n2)cc1	-1.6
COC(=O)c1ccc(NC(=O)Cn2nc(-c3ccncc3)nc2SCC(=O)Nc2nccs2)cc1	-0.63
COc1cccc(CNS(=O)(=O)c2cccc(S(=O)(=O)N3CCOCC3)c2)c1	0.67
COc1ccc(-c2noc(CN(C)S(=O)(=O)c3ccccc3)n2)cc1OC	0.068

Printed as active in Cav3 T inh (from the list above):
SMILES	Cav3 T inh
N#C/C(=C/c1ccc(N2CCCCCC2)o1)c1ccc(F)cc1	-6.1*
Cc1ccc(OCC(=O)N2CCN(c3nnc(-c4ccccc4)c4ccccc34)CC2)cc1	-9.7*
Cc1nc2ccccc2c2oc(C(=O)NCC3COc4ccccc4O3)cc12 (configuration not stated)	-5.3*
COC(=O)C1=C(C)NC2=C(C(=O)CCC2)C1c1cn(Cc2ccc(Cl)cc2Cl)nc1-c1ccccc1 (configuration not stated)	-7.3*
N#C/C(=C/c1ccc(N2CCCCCC2)o1)c1ccc(Cl)cc1	-5.7*

(cont.)
SMILES	Cav3 T inh
O=C(O)c1cccc(CSc2nnc(COc3ccccc3)o2)c1	1.7
COc1ccccc1-c1ccc(=O)n(CC(=O)Nc2ccc(C(=O)N3CCCC3)cc2)n1	-0.032
COC(=O)c1ccc(/C=N/NC(=O)CC(=O)NC(C)C)cc1	0.31
O=C(Nc1nc2n(n1)C(c1ccc(Cl)cc1)CC(c1ccc(Cl)cc1)N2)c1ccco1 (configuration not stated)	-5.3*
N#C/C(C(N)=O)=C1/CCc2ccccc2N1	-1.1
CC1(C)Cc2ccccc2C(Nn2cnnc2)=N1	-2.8
Cc1ccc(/C=C(\C#N)c2nc3ccccc3[nH]2)s1	0.13
CS(=O)(=O)N(Cc1ccc(F)cc1)Cc1nc2ccccc2c(=O)[nH]1	0.95
O=C(O)CC1(CC(=O)Nc2ccc3ccccc3c2)CCCCC1	0.32
O=C(NC(=S)Nc1ccccc1)c1csnn1	-0.87
O=C(c1ccc2c3n(nc2c1)-c1ccc(Cl)cc1CO3)N1CCOCC1	0.8
CCc1nnc(NC(=O)CSc2nnc(C3CCCCC3)n2-c2ccccc2)s1	-2
Cc1ccc(-c2cc(C(=O)NCc3ccco3)c3ccccc3n2)s1	0.36
Cc1ccc(-n2c(SCC(=O)Nc3ccc4c(c3)OCCO4)nnc2-c2ccco2)cc1	0.27
CN(CC(=O)N1CCN(c2cccc(Cl)c2)CC1)S(=O)(=O)c1cccs1	-0.96
CCOC(=O)C1CCN(C(=O)COc2ccc(S(=O)(=O)NC(C)(C)C)cc2)CC1	0.29
O=C1CCCc2sccc2N1	0.12
O=C(CSc1nnc(Cc2cc(=O)[nH]c(=O)[nH]2)n1-c1ccccc1)N1CCCCC1	-0.35
O=C(O)CCSc1nc2ccccc2n1CCOc1ccccc1	-1.6
Cc1ccc2[nH]c(=O)c(C(c3nnnn3C(C)(C)C)N3CCN(C(=O)c4ccco4)CC3)cc2c1 (configuration not stated)	0.02
O=C1CCCC2=C1C1(O)C(=O)c3ccccc3C1(O)O2 (configuration not stated)	-0.33
Cc1nc(NC(=O)/C=C/c2ccccc2)sc1C(=O)Nc1ccccc1	0.077
C[C@@H](CN1C2=NC[C@H](C)N2C[C@H]1Cc1ccc(O)cc1)NC(=O)CCC1CCCCC1	0.27
Cc1ccc(-c2nnc(SCC(C)C)n2C)cc1	0.021
O=C(CC12CC3CC(CC(C3)C1)C2)NCCN1CCOCC1	0.25
CCOCCCN1C(=O)CN(C2CCCCC2)C(=O)C1c1ccc(OCC)c(OC)c1 (configuration not stated)	1.2
NC(=O)C(CC(=O)O)NC(=O)[C@@H]1CCOc2c(I)cc([N+](=O)[O-])cc2C(=O)N[C@@H](CCC(=O)O)C(=O)N[C@@H](CO)C(=O)N1 (some centres not stated)	0.34
O=S(=O)(O)c1nc2ccccc2n1Cc1ccc(Cl)cc1	-0.19
COc1ccccc1N1C(=O)N(C(C)=O)C2C1Nc1ccccc1N2C (configuration not stated)	0.41
Cc1ccc(CNC(=O)C2CC(c3ccccc3[N+](=O)[O-])=NO2)o1 (configuration not stated)	-1
N#CC1=C(SCc2ccccc2)NC(=O)CC1c1ccco1 (configuration not stated)	-0.058

Reformatted with bars between the fields: part of the list above.
SMILES | Cav3 T inh
COc1ccccc1N1C(=O)N(C(C)=O)C2C1Nc1ccccc1N2C (configuration not stated) | 0.41
CCOC(=O)c1[nH]c2ccccc2c1NC(=O)c1ccc(Br)o1 | -4.4e-05
Cc1ccc(OCCCC(=O)Nc2ccc(N3CCOCC3)cc2)cc1 | 0.49
COc1ccc2o/c(=N\O)c(C(=O)Nc3ccccc3OC)cc2c1 | -0.74
